Source: PubChem BioAssay
SARS 3CLpro inh – SARS-CoV 3CLpro protease inhibition | recombinant SARS-CoV 3CLpro, quenched FRET peptide cleavage | 0.14% of 290,000 active | inhibition, % at 6 µM; in the data active = inhibition above about 12%
DUSP3 inh – inhibitors of human VHR1 phosphatase (DUSP3); 0.52% of 290,000 active; inhibition, % at 13.3 µM; recombinant VHR phosphatase, pNPP absorbance; P51452; in the data active = inhibition above about 50%; note: some compounds called inactive have numbers as strong as hits
Target sequence (P51452 whole entry, looked up): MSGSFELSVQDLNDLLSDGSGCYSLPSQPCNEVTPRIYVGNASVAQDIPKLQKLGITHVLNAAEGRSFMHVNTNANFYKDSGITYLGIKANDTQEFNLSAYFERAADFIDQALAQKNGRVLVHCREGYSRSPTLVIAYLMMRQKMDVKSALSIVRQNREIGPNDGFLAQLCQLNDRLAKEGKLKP
MazF activator – MazEF (E. coli) toxin RNase activation; activation, % at 20 µM; 0.32% of 350,000 active; FAM/BHQ RNA-DNA oligo cleavage fluorescence, 5 h; P0AE70; in the data active = activation above about 50%
Target sequence (P0AE70 whole entry, looked up): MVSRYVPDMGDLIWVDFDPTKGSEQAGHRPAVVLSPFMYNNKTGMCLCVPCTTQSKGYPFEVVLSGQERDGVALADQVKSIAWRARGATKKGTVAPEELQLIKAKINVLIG
Anthrax LF prot – anthrax lethal factor protease inhibition; multiplex microsphere protease cleavage assay, LF; inhibition, % at 10 µM; AID 588501; 0.12% of 360,000 active; note: plate controls were buffer without enzyme for full effect and enzyme alone for no effect
BoNT-F LC inh – BoNT F light chain protease inhibition; Multiplex microsphere protease cleavage assay, flow cytometry; inhibition, % at 10 µM; 0.22% of 360,000 active; AID 588497; in the data active = inhibition above about 35%, passing the limit was not always enough; inconclusive = no clear call, values can overlap the other calls; note: plate controls were buffer without enzyme for full effect and enzyme alone for no effect
Rv3671c protease – Rv3671c (M. tuberculosis) protease inhibition; 0.048% of 320,000 active; inhibition, % at 5.96 µM; P9WHR9; in the data active = inhibition above about 38%;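 note: extracellular domain of Rv3671c used as enzyme; 0% = enzyme with DMSO and 100% = no enzyme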
Target sequence (P9WHR9 whole entry, looked up, the tested form may be a part): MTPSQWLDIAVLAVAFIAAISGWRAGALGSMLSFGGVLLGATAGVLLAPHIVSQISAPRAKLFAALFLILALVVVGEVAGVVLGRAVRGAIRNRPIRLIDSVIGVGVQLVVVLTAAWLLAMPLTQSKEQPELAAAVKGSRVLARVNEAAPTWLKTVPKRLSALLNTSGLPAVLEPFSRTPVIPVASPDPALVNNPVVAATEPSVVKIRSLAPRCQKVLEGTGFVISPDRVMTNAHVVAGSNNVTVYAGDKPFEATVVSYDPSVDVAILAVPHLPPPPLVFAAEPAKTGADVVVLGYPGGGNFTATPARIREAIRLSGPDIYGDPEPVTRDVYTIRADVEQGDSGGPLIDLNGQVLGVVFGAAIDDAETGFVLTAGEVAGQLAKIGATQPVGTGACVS
PrPC surface inh – reduces human prion protein on the cell surface. inhibition, % at 13.8 µM. cell surface PrPC, TR-FRET read-out. 0.43% of 370,000 active. P04156; in the data active = inhibition above about 24%; note: 0% = median of the test wells and 100% = reference compound wells
PriA SSB inh – inhibitors of Klebsiella pneumoniae PriA binding to SSB C-terminal tail. AlphaScreen SSBct-PriA binding, biotinylated peptide. inhibition, % at 33 µM. 0.6% of 430,000 active. AID 1272365; in the data active = inhibition mostly above about 37%, no sharp cut-off; inactive = mostly below about 20%;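 note: plate controls were negative control peptide for no effect and reference peptide for full effect; strong numbers were not always called active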
BoNT-A LC inh2 – inhibitors of Botulinum neurotoxin A light chain protease | multiplex microsphere protease substrate cleavage, flow cytometry | inhibition, % at 10 µM | 0.17% of 360,000 active; note: plate controls were buffer without enzyme for full effect and enzyme alone for no effect
CCHFV vOTU inh – blocks the CCHF virus ovarian tumor domain protease | 0.55% of 370,000 active | CCHFV vOTU protease, Pep-AMC fluorescence | inhibition, % at 11.5 µM | AID 651958; in the data active = inhibition above about 30%; note: 0% = vehicle wells with enzyme and 100% = no enzyme wells
* hit, by the source's call; ? = inconclusive; · = not tested or not shown. Cut-off read from the data, not from the text of the source, unless noted: active = inhibition above about 30%; inconclusive = no clear call, values can overlap the other calls; inactive = below that. Some of the compounds tested. The share of hits here may be higher or lower than overall.

SMILES,SARS 3CLpro inh,DUSP3 inh,MazF activator,Anthrax LF prot,BoNT-F LC inh,Rv3671c protease,PrPC surface inh,PriA SSB inh,BoNT-A LC inh2,CCHFV vOTU inh
CCOC(=O)c1c(N=CN(C)C)c(C#N)n2c1CCC2,-2,-3,2,-2,-13,7,-3,-10,-0.4,3
CCN(CC)S(=O)(=O)c1cccc(-c2nnc(SCC(=O)c3ccc(Cl)s3)n2C)c1,7,21,-9,3,7,-4,-9,-11,1.7,8
O=C(Nc1cc(Cl)ccc1N1CCOCC1)c1ccc2c(c1)OCO2,·,·,3,-4,-10,·,-3,·,-0.3,-5
COC(=O)C1C(O)=C(C=NCc2ccccc2)C(=O)CC1(C)C (centres undefined),-3,2,9,-8,-23,-1,4,-11,-2.2,3
C[C@H](CO)N1C[C@H](C)[C@@H](CN(C)C(=O)NC2CCCCC2)Oc2ccc(NS(=O)(=O)c3ccccc3)cc2C1=O,·,·,-4,0,6,2,6,0,0.0,-5
CCOC(=O)[C@]12CCC=C1N(Cc1ccco1)C(=O)[C@H](CC(=O)NCCC(C)C)C2,·,·,·,-3,-1,·,6,·,0.1,8
CCCc1cc(=O)[nH]c(SCC(=O)Nc2ccc([N+](=O)[O-])cc2C#N)n1,0,-1,5,-3,5,0,-5,-8,-1.0,11
COc1ccc(OC)c(S(=O)(=O)NCC2CCCO2)c1 (centres undefined),-1,15,11,1,4,2,5,4,-0.1,-20
Cn1cnnc1SCC(=O)NC1CCCN(Cc2ccc(Cl)cc2)C1 (centres undefined),5,15,-1,0,11,-3,-4,-8,0.4,12
O=C(COc1ccc(F)cc1Cl)Nc1ccc(N2CCOCC2)cc1N1CCOCC1,·,·,-9,?,-11,-8,7,0,?,0
Cc1nn2c(N)c(C#N)cnc2c1-c1ccc(Cl)cc1,2,22,-75,3,4,3,-5,-14,-0.6,-5
O=C(NCc1cn(-c2ccccc2)nc1-c1ccccc1)c1cc([N+](=O)[O-])cc([N+](=O)[O-])c1,2,45,6,0,3,-2,0,7,0.0,9
O=C(O)CCC(=O)N1CCN(c2ccc(C(=O)c3ccc(F)cc3)cc2)CC1,0,10,6,-3,-15,-6,-12,-4,0.3,18
N#Cc1c(-c2ccccc2)c(-c2ccccc2)nn(CC(=O)NNC(=O)Nc2ccc(Cl)c(Cl)c2)c1=O,2,-15,9,-1,2,-256,1,52*,0.4,4
CCOC(=O)c1ccc(NC(=O)CSCc2ccco2)cc1,5,1,-6,0,-3,-7,-5,-2,?,0
O=C(CSc1nnc(-c2ccccn2)n1Cc1ccco1)c1ccc(Cl)cc1,5,11,-4,0,2,-8,0,90*,0.4,4
O=C(NC1C2CC3CC(C2)CC1C3)c1ccc2c(c1)OCO2 (centres undefined),3,-16,7,-17,?,1,0,-9,-4.8,5
O=C(Nc1nc2ccccc2s1)C1CC(=O)N(c2ccc(F)cc2)C1 (centres undefined),5,21,3,0,2,-5,8,3,-0.8,5
O=C(COc1ccc(Cl)cc1Cl)N1CCN(C(=O)c2ccco2)CC1,0,-19,0,4,5,-9,-2,6,2.7,-11
C=CCSc1nc2[nH]ncc2c(=O)[nH]1,-2,12,0,-1,-20,-1,-1,12,-1.8,-12
N#Cc1cccnc1N1CCN(C(=O)c2[nH]c(C(F)(F)F)nc2-c2ccccc2)CC1,·,·,·,1,0,·,13,·,-0.4,5
O=C(c1ccccc1)N1CCC2(CC1)NCCc1[nH]cnc12,-1,-2,6,0,2,3,-8,-12,1.5,15
COc1ccc(N2CCN(C(=O)CCc3ccccc3OC)CC2)cc1,-1,26,3,-1,-4,-5,6,-8,-3.1,-2
O=C(NCCN1CCN(S(=O)(=O)c2ccccc2)CC1)C(=O)Nc1ccc(F)cc1,5,13,-11,2,5,-5,1,-4,1.6,-12
CN(C)/C=N/S(=O)(=O)c1ccc(Cl)cc1,1,18,2,2,2,-11,5,·,-0.3,-2
O=C(CSc1nnc(Cc2ccccc2)o1)N1CCc2ccccc21,-1,37,-35,0,-18,0,3,-8,0.5,-2
CC(=O)N1CCOc2ccc(S(=O)(=O)NCCc3ccccc3)cc21,5,7,-7,0,0,8,-8,-13,-1.5,11
O=C(N/N=C/c1ccc(OC(=O)c2cccs2)cc1)c1ccc(F)cc1,2,17,-10,-3,4,-10,10,·,-0.5,14
CC(C)(C)NCC(O)c1cc(O)cc(O)c1 (centres undefined),3,5,14,1,-1,9,7,-5,-0.7,12
Cc1nnc(Nc2ccc(C(=O)O)cc2)[nH]c1=O,-8,3,-3,-2,-13,3,-3,3,-1.0,-3
CC1CCN(CCCNC(=O)c2cc3c(=O)n(C)c4ccccc4c3n2C)CC1,-3,-17,18,-8,-4,-6,-4,1,-0.4,5
Cc1ccc(S(=O)(=O)N2CCC(NC(=O)c3cccc(F)c3)CC2)cc1,3,12,-8,1,?,0,11,1,-0.4,12
CC(=O)Nc1cnc(-c2ccccc2C(F)(F)F)cn1,·,·,·,-2,-2,·,-3,·,-0.1,-5
Cc1ccc(S(=O)(=O)N2[C@H](C(C)C)[C@H]3[C@H]4C(=O)N(c5ccccc5)C(=O)[C@H]4CC(=O)[C@H]3[C@@H]2c2ccccc2)cc1,·,·,·,-7,-3,·,3,·,-0.2,6
O=C(COC(=O)CCc1ccc(S(=O)(=O)N2CCOCC2)cc1)NC1CCCC1,5,3,-9,-2,-1,-3,1,2,-0.3,-3
COc1cc(C=NN2CCCCC2)cc(OC)c1OC,·,·,5,-3,-5,·,5,·,0.2,-8
CCC1CN(C(=O)NCc2ccc(C)cc2)c2cc(C)ccc2O1 (centres undefined),3,-15,1,0,8,·,-1,-13,4.0,24
CCN(CCCNC(=O)C1CCN(S(=O)(=O)CC)CC1)c1ccccc1,2,-4,-3,8,-6,-2,6,-7,2.4,-2
Cc1ccc2c(c1)C(c1ccccc1)N(C(=O)CC(C)C)CC(=O)N2 (centres undefined),1,-13,-1,-11,-8,-2,5,-1,-0.2,-7
Cc1c(NC(=O)Cn2cc([N+](=O)[O-])cn2)c(=O)n(-c2ccccc2)n1C,-1,20,12,2,-12,4,-1,9,-2.1,-3

A run of entries of the results above, for reference:
SMILES,SARS 3CLpro inh,DUSP3 inh,MazF activator,Anthrax LF prot,BoNT-F LC inh,Rv3671c protease,PrPC surface inh,PriA SSB inh,BoNT-A LC inh2,CCHFV vOTU inh
O=C(COC(=O)CCc1ccc(S(=O)(=O)N2CCOCC2)cc1)NC1CCCC1,5,3,-9,-2,-1,-3,1,2,-0.3,-3
COc1cc(C=NN2CCCCC2)cc(OC)c1OC,·,·,5,-3,-5,·,5,·,0.2,-8

The list goes on:
SMILES,SARS 3CLpro inh,DUSP3 inh,MazF activator,Anthrax LF prot,BoNT-F LC inh,Rv3671c protease,PrPC surface inh,PriA SSB inh,BoNT-A LC inh2,CCHFV vOTU inh
Cc1cc(/C=C2/C(=O)NC(=O)N(c3ccc(Br)cc3)C2=O)c(C)n1C,-2,4,20,·,·,1,0,-5,·,9
Cc1cc(C)cc(NC(=O)CN(c2ccc(F)cc2)S(C)(=O)=O)c1,0,0,11,0,-4,3,-3,-16,-1.2,-5
Cc1noc(C)c1CSCC(=O)Nc1nc2ccc(Oc3ccccc3)cc2s1,0,12,-7,1,1,-20,2,2,0.5,-3
Cc1nn(Cc2ccc(Cl)cc2Cl)c(Cl)c1/C=C/C(=O)OCC(=O)NCC(F)(F)F,1,15,0,-3,4,4,-5,-58,0.0,12
NC1=C(Cl)C(=O)c2ccccc2C1=O,·,·,15,-2,6,·,-12,-2,0.2,81*
COc1cccc(C(=O)Nc2ccc(NC(=O)c3ccco3)nc2)c1,-1,12,1,1,-54,-6,8,-10,-3.0,1
O=C(COc1ccc(Cl)cc1Cl)N1CCN(C/C=C/c2ccccc2)CC1,-4,0,10,-8,5,0,-13,4,1.0,14
CCN(CC)S(=O)(=O)c1ccc(OC(C)C)c(N)c1,5,14,6,-7,-5,-5,-2,0,1.1,17
Cc1n[nH]c(C)c1S(=O)(=O)N1CCCC(C(=O)NCc2cccs2)C1 (centres undefined),8,6,1,-6,-39,-7,2,-4,-1.8,0
O=C(CSc1nccc(=O)[nH]1)c1cc2ccccc2o1,-5,-3,0,6,-10,3,9,-2,0.9,-4
COC(=O)COc1ccc(-c2nccc(-c3ccccn3)n2)cc1,5,-2,9,-1,-26,-14,3,-8,-5.2,7
CCc1c(C)nc2ncnn2c1N1CCCC(C(=O)NCCc2ccc(OC)cc2)C1 (centres undefined),-4,-4,1,-1,-3,2,5,4,-0.2,-4
C/C(=N/NC(=O)CNC(=O)C1COc2ccccc2O1)c1ccc2c(c1)OCCO2 (centres undefined),2,12,10,-6,-5,-4,-2,·,0.0,0
CC(C)C(O)(c1ccccc1)C(CN1CCOCC1)c1ccccc1 (centres undefined),-2,-20,6,-12,-3,·,0,-2,-1.2,11
COc1ccc(C)cc1Nc1n[n+](-c2ccccc2)c(-c2c(OC)ccc3ccccc23)s1,·,·,8,-4,-28,-3,4,28,-0.5,7
COCCNC(=O)C1(C)CCCN(C(=O)c2ccc(C#N)cc2)C1 (centres undefined),·,·,·,-5,-8,·,4,·,-0.3,-5
Cc1ccc(C(C)C)c(OCC(=O)Nc2cccc(S(=O)(=O)NC3=NCCCCC3)c2)c1,6,-2,-3,·,·,-3,10,-1,·,1
CN(Cc1nc(Cc2ccccc2F)no1)CC1(N2CCOCC2)CCCCC1,5,8,-1,-2,-2,2,-8,-8,-0.3,-10
Cc1ccc(C[n+]2c(-c3ccc(C)cc3)cc(-c3ccc(C)cc3)cc2-c2ccc(C)cc2)cc1,·,·,-1,-4,-21,-2,·,10,-0.3,·
CCOc1ccc(Nc2nc3cc(S(=O)(=O)N(CC)CC)ccc3o2)cc1,1,-9,-6,-2,-4,4,·,1,-0.4,·
Cn1c(=O)c(C(=O)COC(=O)c2cc(C3CC3)nc3ccccc23)c(N)n(Cc2ccccc2)c1=O,8,12,-25,·,·,-94,6,-5,·,2
CCOC(=O)c1[nH]c2c(c1C)C(=O)CC(c1ccc(N(C)C)cc1)C2 (centres undefined),-2,7,13,-7,-9,-2,4,15,-0.5,-2
CSc1ccccc1OCc1cc(C(=O)N[C@H]2CCCCNC2=O)no1,0,-9,6,-1,-4,-1,-6,-1,-1.4,8
